FBW7 act – FBW7 E3 ligase activators, primary screen, biochemical, AlphaScreen, human. AlphaScreen FBW7–phospho-cyclin E peptide binding, activator screen. normalized activity (activation), % at 26.1 µM. 0.13% of 650,000 active. AID 1259310, 2017; in the data active means normalized activity above about 1.9%;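 further: purified mutant Fbw7 with reduced substrate affinity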
Target sequence (Q969H0 whole entry, looked up): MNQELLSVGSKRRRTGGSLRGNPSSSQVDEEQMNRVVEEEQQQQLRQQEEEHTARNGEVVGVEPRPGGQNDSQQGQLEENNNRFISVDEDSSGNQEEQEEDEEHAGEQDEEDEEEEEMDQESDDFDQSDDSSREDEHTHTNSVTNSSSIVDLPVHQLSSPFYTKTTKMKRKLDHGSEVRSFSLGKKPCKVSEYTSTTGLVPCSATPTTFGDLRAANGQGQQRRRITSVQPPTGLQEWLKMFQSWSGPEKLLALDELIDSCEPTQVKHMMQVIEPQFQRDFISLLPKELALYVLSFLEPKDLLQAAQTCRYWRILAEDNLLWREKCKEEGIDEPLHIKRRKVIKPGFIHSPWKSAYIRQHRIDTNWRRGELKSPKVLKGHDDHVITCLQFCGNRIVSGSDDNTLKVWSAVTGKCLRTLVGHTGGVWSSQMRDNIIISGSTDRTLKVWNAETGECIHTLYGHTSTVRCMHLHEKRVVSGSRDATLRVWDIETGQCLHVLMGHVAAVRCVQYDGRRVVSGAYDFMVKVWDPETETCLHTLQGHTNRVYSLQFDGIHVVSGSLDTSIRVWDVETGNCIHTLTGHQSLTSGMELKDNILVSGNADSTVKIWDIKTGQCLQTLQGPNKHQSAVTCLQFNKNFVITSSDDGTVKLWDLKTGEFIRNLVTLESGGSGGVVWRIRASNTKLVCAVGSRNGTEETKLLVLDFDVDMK
GPR151 ag – activators of human GPR151, primary screen, cell-based, PathHunter beta-arrestin, luminescence | activation, % at 11.2 µM | PathHunter beta-arrestin GPR151 cells | AID 1508602, 2020 | 1% of 650,000 active; in the data active means activation above about 4.9%;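 further: 0% = median of compound wells and 100% = cells with positive control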
TEAD-YAP inh – TEAD-YAP interaction inhibition, primary screen, TEAD-YAP interaction inhibitor project, luminescence, HEK-TIYL cells. inhibition, % at 9.12 µM. TEAD-Gal4/YAP UAS-luciferase luminescence. 1.4% of 640,000 active. AID 1259422, 2018; in the data active means inhibition above about 32%;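 further: 0% = median of test compound wells and 100% = reference inhibitor wells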
MITF inh – MITF inhibitors, primary screen, biochemical, AlphaScreen, human; Microphthalmia-associated transcription factor (Homo sapiens), O75030; AlphaScreen MITF homodimerization, bead proximity signal; inhibition, % at 2.6 µM; 0.91% of 650,000 active; in the data active means inhibition above about 50%;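 further: 0% = vehicle wells with protein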
Numbers without * were called inactive; nt = no result given.

Molecule,FBW7 act,GPR151 ag,MITF inh,TEAD-YAP inh
Cc1sc2c(c1C)CN(C1CCCC1)CN2C(=O)c1ccco1,0.2,-0.9,8.4,-6.3
COC(=O)CNc1n[nH]c(=S)[nH]c1=O,-0.3,0.2,0.1,-0.2
CCOC(=O)C1=C(CC)NC2=C(C(=O)CC(C)(C)C2)C1c1ccccc1I (stereo not given),0.0,0.3,14.7,8.4
Cc1ccc(Cc2c(N3CCCCCC3)[nH]c(=O)n(C)c2=O)cc1,0.4,-1.2,15.9,-6.1
CCOC(=O)c1c(NC(=O)CSc2nnc(CNC(=O)COc3ccccc3)n2-c2ccc(OCC)cc2)sc2c1CCCCC2,-0.1,-0.8,4.5,7.9
CCC1CCCCN1S(=O)(=O)c1cc(Br)cc2c1N(C(=O)C1CC1)CC2 (stereo not given),-0.1,0.0,-0.5,8.3
CCNC(=O)N1CCC2(CC1)OCc1ccccc1O2,0.0,1.5,14.7,10.1
O=C(OCN1C(=O)c2ccccc2C1=O)c1ccc(Cl)cc1Cl,0.1,-0.1,3.4,6.3
CCS(=O)(=O)N1CCN(c2nnnn2-c2ccccc2)CC1,0.0,-0.1,4.0,6.5
Cc1nnc(NC(=O)COc2ccc(C(C)(C)CC(C)(C)C)cc2)s1,-0.1,0.1,-11.5,1.8
Cn1c(=O)c2c(nc(SCC(=O)NC3CC3)n2C)n(C)c1=O,0.0,-0.2,3.1,1.0
COc1ccc(C2CC(=O)C3=C(C2)NC(C)=C(C(=O)OC2CCCC2)C3c2cc3c(cc2Cl)OCO3)cc1 (stereo not given),0.1,0.6,-8.8,2.1
O=C(Nc1cccc(Cl)c1)C1CCCN1c1nnc(N2CCCC2=O)s1 (stereo not given),-0.2,-0.1,-7.0,0.2
CC(=O)c1cccc(NC(=O)C(Sc2nnc(-c3ccncc3)n2C)c2ccccc2)c1 (stereo not given),-0.1,1.5,0.0,-6.0
c1ccc2sc(N3CCN(Cc4ccc5c(c4)OCO5)CC3)nc2c1,-0.2,-0.3,-6.8,nt
CN1CCN(C(=O)CSc2nnc(N)s2)CC1,0.1,0.4,-0.6,0.1
COc1ccc(CC(=O)Nc2c3c(nn2-c2ccc(C)cc2C)CSC3)cc1OC,0.0,-0.7,9.4,-8.6
NC(=O)COC(=O)c1cccnc1Nc1ccccc1F,-0.3,2.5,-3.4,-2.5
CCOCCCNC(=S)NC(=O)c1ccco1,-0.2,-1.2,-19.3,-8.6
COc1cc(C(=O)N=c2sc3cc4c(cc3n2C)OCCO4)cc(OC)c1OC,0.0,1.4,10.5,0.2
Cc1cc(C)cc(NC(=O)Cn2c(=O)c3cccn3c3ccccc32)c1,-0.2,-0.4,0.4,-2.7
CCCNC(=O)c1nn2c(C(F)(F)F)cc(-c3ccc(Br)cc3)nc2c1Br,0.1,2.0,7.1,2.0
Cc1nccn1CC(=O)N/N=C/c1cccn1C,0.0,3.0,3.9,10.9
COc1ccccc1CNC(=O)C(C)Sc1ccsc1[N+](=O)[O-] (stereo not given),0.2,-2.0,2.7,-2.1
O=C(Nc1ccccc1)NC1CC2CCC(C1)N2Cc1ccccc1 (stereo not given),-0.1,-0.5,-11.6,-5.8
Cc1ncn(-c2ccc(Nc3ncc4cccc(Nc5ccccc5)c4n3)cc2)n1,0.2,-0.1,8.4,1.0
CN1C(=O)[C@H]2CN(C(=O)c3cc(F)cc(F)c3)CCN2C(=O)[C@@H]1Cc1ccccc1,-0.3,-0.7,-3.8,3.9
CCOc1ccccc1Nc1nc2ccc(C)cc2n2nnnc12,-0.2,1.3,-18.4,4.5
CC(=O)Nc1c(C(=O)Nc2ccccc2)nnn1Cc1ccccc1,-0.1,-0.3,-3.6,-0.9
O=S(=O)(Nc1nccs1)c1ccc(Nc2nnc(-c3ccccc3)c3ccccc23)cc1,0.1,-0.5,17.5,-8.0

The listing continues.
Molecule,FBW7 act,GPR151 ag,MITF inh,TEAD-YAP inh
Cc1cc2nc(Cc3ccccc3Br)c(=O)[nH]c2cc1C,-0.1,-0.1,-13.7,-2.7
Cc1cc2nc(CSc3nnc(N)s3)cc(=O)n2o1,0.1,0.2,-3.1,-15.2
O=C1NC(c2ccc(F)cc2)C(C(=O)c2ccco2)=C1O (stereo not given),-0.1,1.3,3.8,7.8
CS(=O)(=O)N(CC(=O)NC1CC2CCC1C2)c1ccc2c(c1)OCO2 (stereo not given),0.0,-1.5,-17.3,-18.6
CNc1cc(-c2ccnc(Nc3ccc(-n4cnc(C)n4)cc3)c2)no1,0.5,-2.2,11.5,-10.8
CCN1C(=O)/C(=C/c2ccc(SC)cc2)N(C)C1=S,1.0,1.8,5.7,-1.7
CCn1c2ccccc2c2cc(CN3CCN(Cc4cc(OC)c(OC)cc4[N+](=O)[O-])CC3)ccc21,-0.2,0.7,81.7*,4.6
O=C(NCc1ccc(F)cc1)c1cc([N+](=O)[O-])ccc1Cl,-0.1,0.6,5.5,8.1
CCCC/C=C\c1cnc2c(NCCc3cccnc3)nccn12,0.2,-0.4,9.8,-43.6
O=C(CSc1ncnc2c1sc1nc3ccccc3cc12)NC1CC1,-0.1,-0.2,1.6,7.8
NC(=O)c1ccc(NCCN2C(=O)c3ccc(C(=O)O)cc3C2=O)c([N+](=O)[O-])c1,0.2,0.9,11.4,-1.6
COc1cc(C=O)ccc1OCC(=O)NC1CCCCC1C (stereo not given),0.0,-1.6,15.2,8.3
CCOc1cccc(/C=C2\SC(=O)N(CC(=O)Nc3ccc(C)cc3)C2=O)c1O,0.2,-0.6,7.7,11.6
COc1cc(/C=C2/N=C(C3CCCCC3)OC2=O)cc(Br)c1OC(C)=O,0.0,-0.3,11.8,1.1
CCN(CC)C(=O)C1CCN(S(=O)(=O)c2ccc3c(c2)CC(C)N3C(=O)C2CC2)CC1 (stereo not given),0.4,0.7,5.6,14.1
CN(C)CCN1C(=O)CC(CC(=O)N2CCCC2)(c2cccc(F)c2)C1=O (stereo not given),0.0,0.9,3.8,-2.0
CC(=O)C1(OC(=O)NC2CCCCC2)CC(C)(C)NC(C)(C)C1,-0.1,-0.7,-2.2,-1.0
COC(=O)C1=C(C)NC(=O)NC1c1cc(OC)c(OC)cc1OC (stereo not given),-0.1,0.0,-3.4,-0.8
O=c1c2oc3ccccc3c2ncn1Cc1cccnc1,0.0,-0.3,1.8,4.7
CC1CCCCC1NC(=O)Cn1c2ccccc2n2c(=O)n(CC(=O)NC(C)(C)C)nc12 (stereo not given),-0.1,0.6,4.6,1.5
CC1CCCC(NC(=O)C2CC3CCCN3C23C(=O)N(C)c2ccccc23)C1C (stereo not given),0.1,0.0,4.6,-1.2
COc1ccc(CCNC(=O)CSc2nc3ccsc3c(=O)n2Cc2ccc(C)cc2)cc1OC,-0.2,3.4,-9.8,-12.1
COC(=O)c1ccccc1NC(=O)C(Cc1ccccc1)NS(=O)(=O)c1ccc(C)cc1 (stereo not given),0.0,2.2,-1.8,4.7
O=C1OC(c2ccc(Cl)c([N+](=O)[O-])c2)=N/C1=C/c1cccc(Cl)c1,-0.1,-0.6,1.4,-1.7
COc1ccc(C(=O)c2sc(Nc3ccccc3F)nc2N)cc1,0.0,-0.5,5.0,-73.2
CCOC(=O)c1cnc2c(OC)cccc2c1N1CCN(c2ccccc2F)CC1,-0.1,0.4,-11.4,-0.4
COCc1cc(C)nc(N/N=C/c2ccc(-c3cccc([N+](=O)[O-])c3)o2)c1C#N,-0.3,-0.8,9.9,10.7
CN1CCN(C(=O)c2ccc(-c3cc(NCc4nc5ccccc5[nH]4)ncn3)cc2)CC1,-0.2,0.9,2.3,-4.9
Cc1ccc(-c2n[nH]c3c2C(c2ccc(F)cc2)N(c2ccc(F)cc2)C3=O)cc1 (stereo not given),0.0,-0.9,-8.1,4.3
CCOc1ccc(Cl)cc1/C=C\c1onc(C)c1[N+](=O)[O-],-0.1,2.7,3.6,6.2

Complete entries, looked up by structure. Order of screens: FBW7 act	GPR151 ag	MITF inh	TEAD-YAP inh
CCOc1cccc(/C=C2\SC(=O)N(CC(=O)Nc3ccc(C)cc3)C2=O)c1O as listed: 0.2	-0.6	7.7	11.6
CCn1c2ccccc2c2cc(CN3CCN(Cc4cc(OC)c(OC)cc4[N+](=O)[O-])CC3)ccc21 as listed: -0.2	0.7	81.7*	4.6
Cc1cc2nc(Cc3ccccc3Br)c(=O)[nH]c2cc1C as listed: -0.1	-0.1	-13.7	-2.7

New compounds follow
Molecule,FBW7 act,GPR151 ag,MITF inh,TEAD-YAP inh
CC(C)(SC1CC(=O)N(c2ccccc2)C1=O)C(N)C(=O)O (stereo not given),-0.3,0.9,0.3,-5.9
CCCCOc1ccc(C(=O)Nc2ccc(Cl)cn2)cc1,-0.1,1.8,3.0,-18.9
O=C(NNC(=O)c1cc(Br)ccc1Cl)Nc1cccc([N+](=O)[O-])c1,-0.1,-1.2,7.7,13.3
O=C(Cc1ccccc1[N+](=O)[O-])Nc1nnc(C(F)(F)F)s1,-0.2,3.0,-2.4,-5.4
COc1ccc(-c2c(C)oc3c(C)c(OC(C)=O)ccc3c2=O)cc1,0.1,2.7,-2.6,2.6
Cc1ccc(-n2cnnn2)cc1-n1cnnn1,0.1,1.3,-11.4,4.5
O=C(COc1ccc(Br)cc1)Nc1ncn[nH]1,-0.6,0.1,13.5,-5.2
COC(=O)c1cc(-c2ccccc2)sc1NC(=S)NNC(=O)c1ccco1,-0.2,2.1,-18.2,-3.6
Cc1cccc(NC(=O)c2cc3c(cc2Cl)N2CCCCCC2=NS3(=O)=O)c1C,-0.1,-0.3,9.4,-1.5
O=C1CCC(N2CCN(c3ccccc3)C(=O)C2)CCN1Cc1ccc(F)c(F)c1 (stereo not given),0.0,3.4,-5.2,2.7
O=C(NCC1CCCO1)c1ccc2c(=O)n(Cc3ccco3)c(SCc3ccc(F)cc3)nc2c1 (stereo not given),0.0,-0.8,3.9,0.7
O=C(C1CCCN(S(=O)(=O)c2cnc[nH]2)C1)N1CCc2ccccc21 (stereo not given),0.6,-0.5,-15.8,-0.5
CC(=O)Nc1ccc(NC(=O)CSc2ccc(-c3ccccn3)nn2)cc1,-0.1,-3.2,82.8*,5.1
O=C(Nc1ccc(F)c(F)c1)c1cc(S(=O)(=O)NC2CCCCC2)ccc1F,0.1,-0.2,13.9,16.7
COc1ccc(C2CC(=O)C3=C(C2)Nc2ccccc2N(C(=O)c2cc(OC)c(OC)c(OC)c2)C3c2cccnc2)cc1 (stereo not given),-0.2,-1.5,-4.3,-3.8
N#C/C(=C\Nc1ccccc1O)c1nc2ccccc2o1,0.0,2.0,-11.2,-38.8
COc1cccc(N2C(=O)NC(=O)/C(=C\c3ccccc3OC)C2=O)c1,0.0,0.4,13.8,-5.2

Gathered by group, those above with a Cl atom
Molecule,FBW7 act,GPR151 ag,MITF inh,TEAD-YAP inh
O=C(OCN1C(=O)c2ccccc2C1=O)c1ccc(Cl)cc1Cl,0.1,-0.1,3.4,6.3
COc1ccc(C2CC(=O)C3=C(C2)NC(C)=C(C(=O)OC2CCCC2)C3c2cc3c(cc2Cl)OCO3)cc1 (stereo not given),0.1,0.6,-8.8,2.1
O=C(Nc1cccc(Cl)c1)C1CCCN1c1nnc(N2CCCC2=O)s1 (stereo not given),-0.2,-0.1,-7.0,0.2
O=C(NCc1ccc(F)cc1)c1cc([N+](=O)[O-])ccc1Cl,-0.1,0.6,5.5,8.1
O=C1OC(c2ccc(Cl)c([N+](=O)[O-])c2)=N/C1=C/c1cccc(Cl)c1,-0.1,-0.6,1.4,-1.7
CCOc1ccc(Cl)cc1/C=C\c1onc(C)c1[N+](=O)[O-],-0.1,2.7,3.6,6.2
CCCCOc1ccc(C(=O)Nc2ccc(Cl)cn2)cc1,-0.1,1.8,3.0,-18.9
O=C(NNC(=O)c1cc(Br)ccc1Cl)Nc1cccc([N+](=O)[O-])c1,-0.1,-1.2,7.7,13.3
Cc1cccc(NC(=O)c2cc3c(cc2Cl)N2CCCCCC2=NS3(=O)=O)c1C,-0.1,-0.3,9.4,-1.5

Compound activity (PubChem BioAssay)
